Screens from PubChem.
BAP1 inh: human BAP1 deubiquitinase inhibition | Q92560 | recombinant BAP1, Ub-AMC hydrolysis fluorescence kinetic; stronger effect = lower value | activity remaining (% of control), % at 20 µM | 72,000 compounds, 0.48% hits | AID 436;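 active means activity remaining at or below 50% of control, provided the compound also passes the data quality filters; inactive means the rest, including low values that fail the filters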;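 further: 100% = DMSO wells rate and 0% = substrate alone blank rate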
HePTP inhibitor: inhibitors of human HePTP phosphatase; AID 521; 110,000 compounds, 0.64% hits; inhibition, % at 20 µM; recombinant HePTP phosphatase activity, OD absorbance; P35236; in the data active means inhibition above about 50%;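 further: plate controls were vehicle for no effect and reference inhibitor for full effect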
Target sequence (P35236 whole entry, looked up): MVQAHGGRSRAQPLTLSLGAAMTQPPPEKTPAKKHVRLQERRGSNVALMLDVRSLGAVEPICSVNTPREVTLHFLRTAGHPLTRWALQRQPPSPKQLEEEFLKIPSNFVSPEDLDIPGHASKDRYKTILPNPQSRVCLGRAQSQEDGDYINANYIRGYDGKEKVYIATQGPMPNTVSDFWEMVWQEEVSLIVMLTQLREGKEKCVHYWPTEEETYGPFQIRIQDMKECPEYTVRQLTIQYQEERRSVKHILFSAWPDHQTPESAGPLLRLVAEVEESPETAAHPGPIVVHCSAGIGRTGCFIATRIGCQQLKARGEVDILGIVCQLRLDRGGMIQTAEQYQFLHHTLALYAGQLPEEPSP
* marks the source's active call; other numbers are inactive results; . = no result given; & = joins results of further samples.

BAP1 inh,HePTP inhibitor,SMILES
141,-12,CCC(=O)N1CCN(c2ccc(Cl)cc2NC(=O)c2ccc3c(c2)OCCO3)CC1
.,11,Cc1ccc2nsnc2c1NC(=O)S(=O)(=O)c1ccccc1
.,-9,CN(C(=O)c1ccc2c(c1)OCO2)C1(C(=O)NC2CCCC2)CCCCC1
92,0,COc1ccccc1N(CC(=O)NC1CCCC1)C(=O)c1csnn1
95,6,Cc1nc2nc(C)c(CCC(=O)Nc3ccc4c(c3)OCO4)c(C)n2n1
117,-4,COc1ccc(CNC2CCCCC2C)c(OC)c1 (stereo unspecified)
93,7,CC1CCN(C(=O)CSc2nnc(Cn3c(=O)sc4ccccc43)n2C)CC1
110,2,Cc1cc(NC(=O)c2cc(-c3cccc(Cl)c3)on2)no1
.,6,Cc1ccc(SCCOc2ccc(/C=C3/SC(=S)N(C)C3=O)cc2)cc1
109,3,Cc1noc(C)c1CSc1nnc(-c2ccncc2)n1-c1ccc(Cl)c(Cl)c1
.,7,O=C(Nc1c(C(=O)Nc2cccc(Cl)c2)cnn1-c1ccccc1)c1ccccc1Cl
92,2,Cc1cc2ccccc2n1CCNC(=O)COc1ccccc1
98,-3,CCOC(=O)c1ccc(NC(=O)CSC2=NC(=O)C(CC)C(=O)N2)cc1 (stereo unspecified)
.,-6,Cc1c(NC(=O)c2ccco2)cccc1-c1nc2ncccc2o1
.,-4,CC(=O)NS(=O)(=O)c1ccc(NC(=O)c2ccc3c(c2)OCO3)cc1
.,1,COc1cc(C(=O)N/C(=C/c2ccc(F)cc2)C(=O)NC(C)C(=O)O)cc(OC)c1OC (stereo unspecified)
.,-19,COc1ccc(-c2nc3sc4c(c3c(=O)[nH]2)CCCC4)cc1C
87,4,CCOC(=O)Cc1nnc(NC(=O)C(CC)Sc2nc(C)cc(=O)[nH]2)s1 (stereo unspecified)
.,5,COc1ccc(CNCc2ccc3ccccc3c2)cc1OC
158,7,Cn1c2c(c(=O)n(C)c1=O)C(NC(=O)c1cccs1)(C(F)(F)F)C(=O)N2 (stereo unspecified)
.,2,COc1ccc(NC(=O)/C=C/c2cccc([N+](=O)[O-])c2)cc1
.,-3,O=C(c1cc(-c2ccc(Br)cc2)nc2ccccc12)N1CCCCC1
.,-6,CC(=O)N1CCN(c2cc(N3CCCC3)c(F)cc2[N+](=O)[O-])CC1
57,7,Cc1[nH]c2ccc(-c3nnc(SCC(=O)c4ccc(F)cc4)o3)cc2c1C
92,6,CC1=C(C(=O)N(C)C)C(c2ccc(Cl)c(Cl)c2)NC(=O)N1 (stereo unspecified)
67,9,CC(=O)c1cc(C#N)c(SCCC(C)C)nc1C
115,.,Clc1ccc(-c2nnc(SCc3ccon3)o2)c(Cl)c1
.,-12,Cc1ccc(C2CC(C(F)(F)F)n3nc(C(=O)NC(C)C)cc3N2)cc1 (stereo unspecified)
.,5,O=C(CSc1nc2c(c(=O)n1-c1ccc(Cl)cc1)SCC2)NCc1ccco1
74&107,-3,O=C1CSC(c2ccccc2)N1CC12CC3CC(CC(O)(C3)C1)C2 (stereo unspecified)

Entries of single compounds from above. Values in the order: BAP1 inh, HePTP inhibitor
CC(=O)c1cc(C#N)c(SCCC(C)C)nc1C is entered as 67, 9
Cc1c(NC(=O)c2ccco2)cccc1-c1nc2ncccc2o1 is entered as ., -6

(cont.)
BAP1 inh,HePTP inhibitor,SMILES
.,-7,Cc1cc(Cl)ccc1OCC(=O)Nc1sc(C)c(C)c1C(N)=O
94,2,CCOC(=O)c1cc2sccc2n1Cc1ccc(C#N)cc1
.,-3,CC(C)(C)NC(=O)c1cccc(N2C(=O)c3cccc([N+](=O)[O-])c3C2=O)c1
.,4,O=S(=O)(c1ccc(NC(=S)Nc2ccccc2)cc1)N1CCCCC1
59,5,Cc1cc(C)n(-c2nc3c(c(=O)[nH]c(=O)n3C)n2C)n1
128,3,COc1ccccc1-n1cnnc1SCC(=O)Nc1ncc(Cl)cc1Cl
90,4,CCOC(=O)C1C(=O)CC(C)(O)C(C(=O)OCC)C1c1cccc(OC)c1 (stereo unspecified)
.,1,CCC(Oc1ccccc1)C(=O)NCc1ccccc1 (stereo unspecified)
.,3,CC1CCN(C(=O)c2ccc(N3C(=O)c4ccccc4C3=O)cc2)CC1
93,6,CCC1CCCCN1C(=O)CSc1nnc(-c2ccc(Cl)cc2)o1 (stereo unspecified)
95,4,Cc1c2c(nc3c(C(=O)NC4CCCCC4C)cnn13)CCCC2 (stereo unspecified)
450,6,COc1cc(NC(=O)CSc2nc3ccccc3c(=O)n2C)ccc1NC(=O)c1ccco1
118,3,CCC(C)NC(=O)c1cc(-c2ccc(OC)cc2)on1 (stereo unspecified)
139&89,8,Clc1ccc2c(c1)C(N1CCNCC1)=Nc1ccccc1O2
.,-6,CCOc1cc(OCC)cc(C(=O)Nc2cccc([N+](=O)[O-])c2)c1
.,4,O=C(Nc1cccc(Cl)c1)/C(=C\c1ccco1)NC(=O)c1cccs1
74,2,COc1cc2cc(CN(Cc3nnnn3Cc3ccco3)C3CCCCC3)c(=O)[nH]c2cc1OC
.,5,CCOc1ccc(N(CC(N)=O)S(C)(=O)=O)cc1
.,4,O=C1C(=O)N(c2ccccn2)C(c2cccc(Cl)c2)/C1=C(\O)c1ccc(Cl)cc1 (stereo unspecified)
90,.,NC1(C(=O)O)CCc2cc(C(=O)O)ccc21 (stereo unspecified)
82,-6,Cc1occc1C(=O)NC(C)c1ccc2c(c1)OCO2 (stereo unspecified)
83,.,COC(=O)[C@@H](N)Cc1ccc(O)c(O)c1
.,5,COC(=O)C1=C(C)NC(=O)/C1=C\c1ccc(C(=O)O)cc1
65,10,COc1ccc(N(CN2C(=O)C3C4C=CC(C4)C3C2=O)C(=O)c2ccco2)cc1 (stereo unspecified)
.,-2,Ic1ccc(-c2nc(-c3ccncc3)no2)cc1
.,4,O=C(/C=C/c1ccccc1)NC(=S)Nc1ccccc1
98,5,O=C(C1CCCCC1)N1CCN=C1SCc1cccnc1
.,-17,O=C(NCCc1ccc(F)cc1)C(=O)NCC1CCCO1 (stereo unspecified)
.,0,C/C(=N\N=C1\NC(=O)C(CC(=O)Nc2ccc([N+](=O)[O-])cc2)S1)c1ccc(F)cc1 (stereo unspecified)
79,9,COc1ccc(Cn2nnnc2C(C(C)C)N2CCc3ccccc32)cc1 (stereo unspecified)

(continued)
BAP1 inh,HePTP inhibitor,SMILES
.,8,Cc1cccnc1NC(=O)COc1ccc(Br)cc1
68,5&1,Nc1cccc(-n2nncc2-c2ccccc2)c1
.,4,O=C(CCN1C(=O)S/C(=C\c2ccccc2)C1=O)N1CCCCC1
.,4,Cc1ccc(C)c(S(=O)(=O)Nc2ccc(Cl)cc2)c1
98,7&5&10,CC1(C)Cc2ccccc2-c2nnc(-c3cccnc3)n21
109,8,COc1ccccc1S(=O)Cc1ccc(C(=O)O)o1 (stereo unspecified)
.,8,COc1cccc(CN2CCN(Cc3cc(OC)ccc3OC)CC2)c1
52,10,CC(OC(=O)c1cc2sccc2n1C)C(=O)NCc1cccs1 (stereo unspecified)
.,-13,O=C(CCN1CCCCC1)N/N=C/c1ccc(Br)cc1
113,4,CS(=O)(=O)N(CCc1ccccc1)CC(=O)N1CCc2ccccc2C1
.,6,Nc1nonc1C(=O)OCc1ccc(Cl)cc1Cl
.,10,COc1ccc2oc(-c3ccccc3C)cc(=O)c2c1
.,5,COc1cc(OC)c(/C=N/n2c(C)nnc2C)c(OC)c1
.,-14,O=C(/C=C/c1cc(Br)cs1)Nc1cccc(C(F)(F)F)c1
92,4,Nc1nc(CSc2nnc(-c3cccc(F)c3)n2-c2ccccc2)nc(N2CCOCC2)n1
.,0,CCCCOC(=O)c1cccc(NC(=O)c2c(-c3ccccc3Cl)noc2C)c1
.,3,C/C(=N\N=C1\NC(=O)C(CC(=O)NCc2ccccc2)S1)C(C)C (stereo unspecified)
97,5,O=C1c2ccccc2CC1Sc1nnc(-c2ccccn2)o1 (stereo unspecified)
112,4,Cc1ccc(C)c(-n2c(SCC(=O)N3CCCC3)nnc2-c2ccccn2)c1
102,7,O=C(NCCN1CCN(C(=O)NC2CCCCC2)CC1)NC1CCCCC1
.,-4,Cc1cc(=O)[nH]c(SCC(=O)Nc2ccc(Cl)cc2)n1
.,-2,Nc1ccc2c(c1)C1C=CCC1C(c1ccc([N+](=O)[O-])cc1)N2 (stereo unspecified)
.,3,CN(Cc1ccccc1)Cn1[nH]c(=O)ccc1=O
113,2,O=C(NC1=NCCS1)C1CC(=O)N(c2ccccc2)C1 (stereo unspecified)
268,.,CCC(NCc1c(O)ccc2c3c(c(=O)oc12)CCC3)C(=O)O (stereo unspecified)
.,8,COC12CCCCC1OC1(OC)CCCCC1O2 (stereo unspecified)
.,-8,CCOC(=O)C1=C(c2ccccc2)N=C2SCC(=O)N2C1c1cccc(OC)c1OC (stereo unspecified)
82,4,FC(F)(F)c1cc(-c2ccco2)nc(-n2cnc3ccccc32)n1
108,-6,COCCNC(=O)c1ccc(CS(=O)(=O)c2ccc(Cl)cc2)o1
.,4,COc1ccc(CC(=O)Nc2ccc(Br)c(C)c2)cc1

Structures above that have two or more sulfur atoms, in the order listed:
BAP1 inh,HePTP inhibitor,SMILES
.,11,Cc1ccc2nsnc2c1NC(=O)S(=O)(=O)c1ccccc1
93,7,CC1CCN(C(=O)CSc2nnc(Cn3c(=O)sc4ccccc43)n2C)CC1
.,6,Cc1ccc(SCCOc2ccc(/C=C3/SC(=S)N(C)C3=O)cc2)cc1
87,4,CCOC(=O)Cc1nnc(NC(=O)C(CC)Sc2nc(C)cc(=O)[nH]2)s1 (stereo unspecified)
.,5,O=C(CSc1nc2c(c(=O)n1-c1ccc(Cl)cc1)SCC2)NCc1ccco1
.,4,O=S(=O)(c1ccc(NC(=S)Nc2ccccc2)cc1)N1CCCCC1
52,10,CC(OC(=O)c1cc2sccc2n1C)C(=O)NCc1cccs1 (stereo unspecified)

More compounds follow:
BAP1 inh,HePTP inhibitor,SMILES
.,2,O=C(Nc1ccc(S(=O)(=O)N2CCCC2)cc1)c1ccc([N+](=O)[O-])cc1
.,-2,O=C(Cc1ccccc1)N/N=C/c1ccc2ccccc2c1
81,2,O=C(Nc1ccc(Br)cn1)c1ccc2nccnc2c1
.,3,COCCNC(=O)/C=C/c1ccc2c(c1)OCO2
.,1,Cc1cc(S(=O)(=O)N2CCCC2)ccc1OCC(=O)NCc1ccco1
157,.,CCOC(=O)C1=C(N)OC2=C(C(=O)CC(C)(C)C2)C1c1ccc(O)c(OC)c1 (stereo unspecified)
107,3,COCc1cc(C)nc(SCC(=O)Nc2cc3c(cc2C#N)OCO3)c1C#N
.,6,CC1=C(C(=O)Nc2ccc(Cl)cc2)C(c2cccs2)NC(=S)N1 (stereo unspecified)
.,-3,Cc1ccc(OCC(=O)NC2CC(C)(C)NC(C)(C)C2)c(Br)c1
.,9,COc1ccccc1N1CCN(C(=O)c2cccc(C)c2)CC1
93,5,O=S(=O)(NC1CCc2ccccc21)c1ccc(S(=O)(=O)N2CCCC2)cc1 (stereo unspecified)
94,-5&-4,CCOc1ccc(C(=S)N2CCOCC2)cc1
.,5,Cc1ccc(S(=O)(=O)N2CCN(Cc3ccc(Br)cc3)CC2)cc1
.,6,CC(=O)NC(NC(C)=O)c1ccccc1
96,6,CC1CCc2nn(CC(=O)NC3CCCC3)cc2C1 (stereo unspecified)
.,-1,Cc1ccc(OC(=O)C(C)N2C(=O)c3ccccc3C2=O)cc1C (stereo unspecified)
100,7,COC(=O)c1ccccc1NS(=O)(=O)c1cn(C)c(=O)n(C)c1=O
.,10,Cc1sc(C2C(C#N)=C(N)OC3=C2C(=O)CC(C)(C)C3)cc1[N+](=O)[O-] (stereo unspecified)
.,-7,O=[N+]([O-])c1ccc2c(c1)C1C=CCC1C(c1ccccc1Cl)N2 (stereo unspecified)
104,3,O=C(CSc1nnc(CNC(=O)c2cccs2)o1)Nc1ccc2c(c1)OCO2
.,-7,CCOc1cc(/C=C2/SC(=S)N(C)C2=O)ccc1OS(=O)(=O)c1ccc(C)cc1
101,1,O=c1oc(-c2cccs2)nc2c1cnn2-c1ccccc1
81,-11,CC1=CC(c2ccccc2)=Nc2ccc(C)cc2N1
.,2,O=C(COc1ccc(Br)cc1)Nc1ccccc1CO
92,6,COc1cc(OC)cc(OCC(O)Cn2cnc3cc(C)c(C)cc32)c1 (stereo unspecified)
101,12,CCOc1ccc(S(=O)(=O)Nc2ccccc2SC)c2cccnc12
.,-2,CC(C)NC(=O)C(=O)NCc1ccccn1
.,-7,Cc1cccc(OC(=O)NCCOC(=O)N(O)c2ccc(Cl)cc2)c1
106,-10,CCOC(=O)C1CCCN(CCCc2ccccc2)C1 (stereo unspecified)
91,0,CCOc1ccc(-c2noc(CCC(=O)O)n2)cc1

The list continues:
BAP1 inh,HePTP inhibitor,SMILES
.,7,Cc1ccnc(NS(=O)(=O)c2ccc(F)cc2)c1
253,.,Cc1cccc2[nH]c(-c3ccc(N)cc3)nc12
114,9,COc1cccc(C(=O)NCC(=O)n2nc(C)cc2C)c1
.,-16,C(=C\c1nnc(-c2ccccc2)o1)/c1ccccc1
77,3,C=COC(=O)CSc1snc(SCC(=O)OC)c1C#N
.,-6,NS(=O)(=O)c1ccc(N=Nc2c(-c3ccccc3)[nH]n(-c3nc(-c4ccccc4)cs3)c2=O)cc1
.,7,Clc1ccc2nc(N/N=C/c3ccc4c(c3)OCO4)nc(-c3ccccc3)c2c1
77,.,Cc1cc([N+](=O)[O-])ccc1NC(=O)c1ccc([N+](=O)[O-])cc1
90,.,C#CC(N)CCC(=O)O (stereo unspecified)
